Bioassay records as filed in PubChem.
Peg3 imprint = inducers of genomic imprint erasure in mouse ES cells. Potency, µM (series often up to 60.7 µM), inactives show top-dose activity change, positive = activation, actives largely listed as activators. mouse ES Peg3-LacZ reporter, beta-gal luminescence, 40 h. AID 1948. actives 0.02% (n = 110,000);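 further: 0% = negative control wells on the plate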
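Imprint erasure is scored as LacZ activity from the silenced maternal Peg3 allele in feeder-free female ES cells cultured 40 h with LIF. Luminescence is normalized to in-plate negative controls and fitted to the Hill equation.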
p53ts 39C tox = kills p53ts cells at the nonpermissive temperature. AID 902. actives 1.5% (n = 130,000). H1299-p53A138V viability at 39C, ATP luminescence, 24 h. Potency, µM (series often up to 46.1 µM), without a hit: at the highest dose activity change, negative = cell killing, usual class: cytotoxic; further: nearly all actives have a fitted effect of over 55% in size
IkB signaling = IkB pathway inhibition in ABC-DLBCL cells | ABC-DLBCL IkBa-CBG/CBR dual luciferase ratio, 4 h; response scale: scaled: untreated 0%, proteasome inhibitor 100% | Potency, µM (series often up to 57.1 µM), for the others: at the highest dose IkBa stabilization activation | actives 0.04% (n = 110,000) | AID 445; active means well fitted curve in the direction sought with a large enough effect in the signal ratio, not every such curve was filed as active; inconclusive means small, poorly fitted or top-dose-only effect, or a change in a side signal; the % refers to the signal ratio;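 further: the direction sought is a rising ratio; 0% = basal untreated cells and 100% = reference inhibitor full response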
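Curves were fitted separately to fusion (green), unfused (red) and ratio luminescence, then classed by r2, magnitude and activity. Cells: OCI-Ly3, 4 h compound plus doxycycline at 37C; 10 uM MG-132 defined full response.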
p53ts 32C tox = p53ts cell cytotoxicity, permissive temperature. Potency, µM (series often up to 46.1 µM), for the others: top-dose activity change, negative = cytotoxicity, usual class: cytotoxic. actives 0.93% (n = 130,000). H1299-p53A138V at 32C, ATP luminescence viability, 24 h;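 further: 0% = DMSO and -100% = full killing by reference compound; nearly all actives have a fitted effect of over 55% in size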
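Cells: H1299 p53ts (A138V), 600/well, pre-incubated 16–30 h at 37C. Cpd up to 46 uM, 24 h, 32C. Readout: ATPlite luminescence, 20 min RT. Normalization: DMSO vs tamoxifen 100 uM. AC50 by Hill equation.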
* hit, by the source's call; ? = inconclusive; nt = not tested or not shown; [ ] = dose if it differs, or a comment. Unless noted, the call rests on the fitted dose curve; in most records, active means well fitted curve in the direction sought with a large enough effect; inconclusive means small, poorly fitted or top-dose-only effect, or another doubt; inactive means no such curve, though single readings can be large; an effect the other way counts as inactive or inconclusive. Unless noted, on the % scale 0 is the no-effect control and ±100 the full control effect; potency means the concentration at half of the fitted maximal effect.

SMILES	Peg3 imprint	p53ts 39C tox	IkB signaling	p53ts 32C tox
COc1ccc(NC2CS(=O)(=O)CC2OC(=O)c2ccc(F)cc2)cc1 (configuration not stated)	-6%	-3%	0.8%	-3%
O=C(CN1C(=O)c2cccc3cccc1c23)NCc1ccc2c(c1)OCO2	-17%	-5%	1.8%	-6%
O=C(Cc1ccccn1)Nc1ccccc1	-11%	-7%	0.5%	5%
COCCCNC(=O)Cn1c(=O)n(-c2cccc(C)c2)c(=O)c2c1c1cc(C)ccc1n2C	-22%[10.9 µM]	26%	-1.3%	0%
COc1ccc(CNC(=O)c2cc3c(=O)n(Cc4cccs4)ccc3nc2C)cc1	-8%[10.9 µM]	8%	0.1%	-12%
CCOC(=O)Cc1nnc(NC(=O)c2ccccc2OC)s1	-16%	-26%	1.4%	-23%
Cc1nc2scc(-c3ccccc3)c2c(=O)o1	-5%	9%	6.0%	-2%
Cc1cccc(-n2c3nc(=O)n(C)c(=O)c-3cc3c(Cl)cccc32)c1C	-8%[10.9 µM]	6%	3.1%	15%
NS(=O)(=O)c1ccc(CCNC(=O)CCCCCNc2nc(=S)[nH]c3ccccc23)cc1	nt	?	nt	-1%
COc1cc(NC(=O)CSc2nc3ncccc3o2)cc(OC)c1	-4%[10.9 µM]	-24%	-1.0%	0%
COc1cccc(C(=O)c2sc(Nc3ccc(C)cc3C)c(S(=O)(=O)c3ccccc3)c2N)c1	-13%[10.9 µM]	-6%	1.4%	-3%
CC(C)(C)C(=O)N1CCN(c2nc3c(F)cccc3s2)CC1	2%[10.9 µM]	?	-2.1%	-2%
Cc1noc(C)c1C(=O)Nc1ccc2c(c1)CCC2	-32%[inhibitor]	-7%	-2.4%	0%
COCC(=O)NCCc1nc2ccccc2[nH]1	18%	-14%	1.3%	15%
CCOc1ccc(NC(=O)Cn2c(=O)n(Cc3ccc(C(=O)NCc4ccc5c(c4)OCO5)cc3)c(=O)c3ccccc32)cc1	-18%[10.9 µM]	6%	1.1%	2%
CCc1ccc(N(CC)C(=O)Cn2c(=O)oc3ccccc32)cc1	-10%[10.9 µM]	31%[activator]	?	-2%
COc1ccccc1CNC(=O)Cn1ncc2c(C)n(Cc3ccccc3Cl)c(C)c2c1=O	2%[10.9 µM]	?	?	-3%
COc1ccc(NC(=O)CN2CCN(Cc3ccccc3Cl)S2(=O)=O)cc1Cl	-7%[10.9 µM]	-23%	?	1%
Fc1ccc([C@H]2CCNCC2COc2ccc3c(c2)OCO3)cc1 (some centres not stated)	-16%	-26%	nt	0%
Cc1cc(C)cc(NC(=O)Cc2noc3ccccc23)c1	-8%[10.9 µM]	?	2.2%	?
c1cnc(N2CCN(c3ncnc4c3oc3ccccc34)CC2)nc1	3%	5%	-3.7%	3%
COC(=O)c1ccccc1NC(=O)CN1C(=O)COc2ccccc21	13%[10.9 µM]	23%	?	3%
Cc1cccc(NC(=O)CN2C(=O)c3cccc4cccc2c34)c1C	3%[10.9 µM]	-13%	-4.5%	4%
CCOC(=O)N1CCN(c2c(NCCN3CCCCC3CC)c(=O)c2=O)CC1 (configuration not stated)	-4%	5%	-0.7%	-3%
CCc1cccc(NS(=O)(=O)c2ccc3c(c2)CC(C)N3C(=O)C2CC2)c1 (configuration not stated)	-24%[10.9 µM]	-4%	?	21%
CCc1ccc(CNC(=O)c2ccc3c(c2)N=C(C)c2cc(C)ccc2S3)cc1	-9%[10.9 µM]	-8%	?	7%
COc1ccc(C(=O)c2cn(Cc3ccccc3)c3ccccc3c2=O)cc1OC	18%[10.9 µM]	-15%	1.1%	-2%
CCc1cccc(NC(=O)c2c(C)oc3nc(C)nc(N4CCCC4)c23)c1	6%[10.9 µM]	20%	?	2%
Cc1ccc2nsnc2c1S(=O)(=O)NCc1cccnc1	8%	9%	-1.2%	1%
COc1ccc(S(=O)(=O)NCCS(=O)(=O)N2CCN(c3ccccc3)CC2)cc1OC	-10%[10.9 µM]	-9%	?	9%
COc1ccc(CCNc2oc(COc3ccccc3F)nc2C#N)cc1OC	nt	-14%	?	-22%
CCCCc1ccc(C(=O)Nc2ccc3nc(N(CC)CC)cc(C)c3c2)cc1	-13%[10.9 µM]	-9%	?	-5%
COc1ccc(N2C(=O)CS(=O)(=O)C23C(=O)N(Cc2ccccc2)c2ccccc23)cc1 (configuration not stated)	3%[10.9 µM]	3%	1.0%	10%
Cc1ccc(CS(=O)(=O)c2ncc(Cl)c(C(=O)Nc3nc4ccc(F)cc4s3)n2)cc1	-25%[10.9 µM]	16µM*	?	13µM*
CCN=C1SC(CC(=O)Nc2sc(C)c(C)c2C(=O)OC)C(=O)N1CC (configuration not stated)	-2%	-18%	1.4%	-7%
Cc1ccc(Cl)cc1NC(=O)CCC(=O)N1CC(C)Sc2ccccc21 (configuration not stated)	?	-13%	?	5%
Cc1ccccc1CNC(=O)CN1C(=O)CSc2ccc(S(=O)(=O)N(C)C)cc21	-4%[10.9 µM]	2%	1.1%	4%
CN(Cc1cnn(C)c1)C(=O)c1cc2ccccc2oc1=O	7%	-5%	0.0%	-18%
COc1ccc(CCNC(=O)c2ccc3c(c2)CCN3S(=O)(=O)c2ccccc2)cc1	-10%[10.9 µM]	-10%	-0.5%	4%
Cc1ccc(OCCCn2c(C3CC(=O)N(c4cccc(Cl)c4)C3)nc3ccccc32)c(C)c1 (configuration not stated)	-14%[10.9 µM]	-17%	1.2%	-6%
COc1ccc(C2C(C(=O)NCCN(C)C)c3ccccc3C(=O)N2C)cc1OC (configuration not stated)	-8%	-3%	-0.2%	8%
CCO	4%	7%	0.0%	8%[1.84 µM]
Cc1cccc(CCNC(=O)C2CCCN(S(=O)(=O)c3cnc[nH]3)C2)c1 (configuration not stated)	-8%	13%	-2.0%	-2%
COc1ccc(-c2cc3ccc(O)c(CN4CCCC(C)C4)c3oc2=O)cc1 (configuration not stated)	-12%[10.9 µM]	-16%	-0.4%	33%[activator]
NC1=NC2(CCCCC2)N(c2ccc(F)cc2)C(N)=N1	nt	19%	nt	-14%

One compound at a time, from the list above:
Listed for NC1=NC2(CCCCC2)N(c2ccc(F)cc2)C(N)=N1 → Peg3 imprint: nt; p53ts 39C tox: 19%; IkB signaling: nt; p53ts 32C tox: -14%
Listed for COc1ccc(C2C(C(=O)NCCN(C)C)c3ccccc3C(=O)N2C)cc1OC (configuration not stated) → Peg3 imprint: -8%; p53ts 39C tox: -3%; IkB signaling: -0.2%; p53ts 32C tox: 8%

(cont.)
SMILES	Peg3 imprint	p53ts 39C tox	IkB signaling	p53ts 32C tox
Cc1cc(F)c(F)c(C(=O)N2CCN(C)CC2)c1Cl	1%	-3%	0.4%	-8%
CC1CCc2c(C(=O)NCCN3CCOCC3)csc2C1 (configuration not stated)	-61%[inhibitor]	-2%	0.1%	3%
O=C(CSCCO)Nc1nccs1	-3%	-4%	0.8%	0%
CCOC(=O)c1sc2ncn(CC(=O)Nc3ccc(OC)c(Cl)c3)c(=O)c2c1C	-11%[10.9 µM]	-11%	0.3%	-3%
Cc1nc2sc(C(c3ccco3)N3CCC(Cc4ccccc4)CC3)c(O)n2n1 (configuration not stated)	-22%	?	?	?
CCOc1ccccc1-n1c(SCC(=O)Nc2nccs2)nnc1-c1ccoc1C	-16%	-6%	?	5%
C/C=C(\C)CN1CCN(c2ccccc2F)CC1	6%	5%	-0.3%	3%
O=C(COc1cccc(-n2cnnn2)c1)NCCC1=CCCCC1	-7%	-16%	1.1%	3%
O=C(c1cnccn1)N1CCC2(CCCN(Cc3ccccc3)C2)CC1	nt	-4%	1.8%[11.4 µM]	-1%
Cc1nc2ncnn2c(C)c1CCC(=O)N1CCN(c2ccccc2)CC1	15%[10.9 µM]	3%	0.7%	5%
O=S(=O)(NC1CCCC1)c1ccc(Br)s1	-2%	12%	1.3%	2%
COc1ccc(N2CC(NC(=O)c3ccc4c(c3)OCO4)CC2=O)cc1OC (configuration not stated)	29%[10.9 µM]	-9%	-3.0%	4%
Cc1cc(Oc2ccccc2)nc(-c2ccccc2O)n1	-6%	-3%	-4.5%	4%
O=S(=O)(c1ccc(Br)s1)N1CCN(c2ccccn2)CC1	-10%	-9%	?	-9%
CCC1=C(c2ccc(C)cc2)S(=O)(=O)N=C1N1CCC(C(=O)NCCc2cccc(OC)c2)CC1	10%[10.9 µM]	-15%	?	5%
CCN(CC)C(=O)N1c2ccccc2CC(N(CC)CC)c2ccccc21 (configuration not stated)	-10%	-4%	4.2%	-3%
CCSc1nc2n(n1)C(c1ccc(Cl)cc1Cl)C(C(=O)Nc1ccccc1C)=C(C)N2 (configuration not stated)	-8%[10.9 µM]	-14%	?	-6%
Cc1nc2cccnc2n1-c1cccc(C(=O)NCCN(C)C)c1	-5%[10.9 µM]	?	-0.2%	-6%
COc1ccc(N2CCN(c3cc(C)c4ccc(O)cc4n3)CC2)cc1	-19%	-8%	?	-1%
CCOc1cc(C(=O)Nc2ccccc2N2CCN(S(C)(=O)=O)CC2)cc(OCC)c1OCC	-12%	-3%	-6.7%	12%
O=C(CSc1n[nH]c(-c2ccccc2)n1)NC(=O)NCc1ccco1	-15%	-13%	3.2%	-3%
COc1ccc(OC)c(CNCc2c(C(=O)O)n(Cc3cccc(F)c3)c3cc(OC)ccc23)c1	-9%[10.9 µM]	-23%	0.7%	2%
CCS(=O)(=O)N1CCCC(c2nc(-c3cccc(OC)c3)no2)C1 (configuration not stated)	nt	-6%	1.1%	-12%
O=C(NC1(C(F)(F)F)N=C2SCCN2C1=O)c1ccco1 (configuration not stated)	-6%	11%	0.3%	-12%
Cc1cccc(NC(=O)CCN2C(=O)c3ccccc3C2=O)n1	-4%	11%	6.8%	0%
Cc1cc(NC(=O)CN2CCN(Cc3ccccc3)CC2)nc2c1c(=O)oc1ccccc12	-15%	3%	1.1%	-7%
COCCCNC(=O)c1ccccc1Oc1ccccc1	nt	-5%	nt	8%
CN(C(=O)c1cc2c(=O)n3ccccc3nc2n1C)c1ccccc1	-15%[10.9 µM]	33%[activator]	?	-1%
CCCCN(CCCNC(=O)C1CCN(S(=O)(=O)N2CCOCC2)CC1)c1ccccc1	-21%	-12%	-0.4%	-7%
COc1cc(-c2ccccc2)nc(N)n1	-40%[inhibitor]	-10%	-1.4%	-9%

Four compounds from above, showing only p53ts 39C tox, p53ts 32C tox and Peg3 imprint.
canonical_smiles	p53ts 39C tox	p53ts 32C tox	Peg3 imprint
CN(C(=O)c1cc2c(=O)n3ccccc3nc2n1C)c1ccccc1	33%[activator]	-1%	-15%[10.9 µM]
Cc1cc(NC(=O)CN2CCN(Cc3ccccc3)CC2)nc2c1c(=O)oc1ccccc12	3%	-7%	-15%
CCS(=O)(=O)N1CCCC(c2nc(-c3cccc(OC)c3)no2)C1 (configuration not stated)	-6%	-12%	nt
O=C(NC1(C(F)(F)F)N=C2SCCN2C1=O)c1ccco1 (configuration not stated)	11%	-12%	-6%

(cont.)
SMILES	Peg3 imprint	p53ts 39C tox	IkB signaling	p53ts 32C tox
COc1cccc(-n2c(=O)c3c(C)c(C(=O)N(C)C)sc3n(Cc3cccc(C)c3)c2=O)c1	-3%[10.9 µM]	-12%	-4.0%	16%
CC1CN(C(=O)CCn2c(=O)oc3ccccc32)CC(C)O1 (configuration not stated)	4%	0%	-0.1%	-18%
CCN(CCCNC(=O)C1CCN(S(=O)(=O)N2CCOCC2)CC1)c1cccc(C)c1	-15%	-1%	1.9%	-10%
FC(F)(F)c1cc(-c2ccco2)nc(NCc2cccs2)n1	-10%	20µM*	5.2%	?
Cn1c(C(=O)NCc2cccnc2)cc2sccc21	-4%	0%	0.3%	-5%
COc1ccc(OCC(=O)NCC2(N3CCN(C)CC3)CCCCC2)cc1	-13%[10.9 µM]	-6%	0.8%	-6%
CC1=C(C(=O)Nc2ccccc2)C(c2ccco2)C(C#N)=C(SCc2ccccc2)N1 (configuration not stated)	-18%	-1%	?	16%
Cc1ccc(-c2nc3ncccc3o2)cc1NC(=O)c1cccc(OCC(C)C)c1	-19%[10.9 µM]	-10%	?	-4%
Cc1cc(N2CCCCC2)n2ncc(-c3ccccc3)c2n1	-25%	?	4.3%	13µM*
COc1ccccc1N1CCN(C(=O)Cn2ncc3ccsc3c2=O)CC1	?	-12%	1.9%	8%
CSCC[C@@H](C(=O)O)N1Cc2ccccc2C1=O	2%	-1%	0.6%	7%

No new results follow: entries from further up.
SMILES	Peg3 imprint	p53ts 39C tox	IkB signaling	p53ts 32C tox
FC(F)(F)c1cc(-c2ccco2)nc(NCc2cccs2)n1	-10%	20µM*	5.2%	?
Cn1c(C(=O)NCc2cccnc2)cc2sccc21	-4%	0%	0.3%	-5%
